# West Nile antiviral: West Nile virus antiviral activity, cell-based, CPE readout (AID 1621); West Nile virus-infected cells, CPE inhibition; higher % means a stronger effect; actives 0.02% (n = 290,000); CPE inhibition, % at 10 µM; hits with a dose series show IC50 in µM; in the data active = a potency from the dose series; inconclusive = CPE inhibition mostly from about 3.7% at the one dose, without a potency; inactive = the rest, 99 in 100 with CPE inhibition below about 2.2%; also: strong numbers were not always called active
# P. falciparum M1AAP: P. falciparum M1AAP inhibitors, biochemical, fluorogenic H-Leu-NHMec substrate, 1536-well (AID 1445); Aminopeptidase N (Plasmodium falciparum (isolate 3D7)); actives 0.42% (n = 220,000); inhibition, % at 30 µM; hits with a dose series show IC50 in µM; recombinant M1AAP, H-Leu-NHMec fluorogenic kinetic assay; higher % means a stronger effect;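 active = primary inhibition above the hit cutoff, then over 50% inhibition at one or more dose response concentrations, cut at about 23% in these data, passing the limit was not always enough; inconclusive = conflicting primary data, or primary hits not chosen for dose response; inactive = low primary inhibition, or under 50% at every dose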;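 also: plate controls were DMSO full reaction for no effect and no enzyme background for full effect; strong numbers were not always called active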
# XIAP antagonists: XIAP antagonists, biochemical, IAP family, fluorescence polarization (AID 1018); displacement, % at 20 µM; hits with a dose series show IC50 in µM; XIAP BIR domain, fluorescence polarization peptide displacement; higher % means a stronger effect; actives 0.007% (n = 200,000); in the data active = displacement above about 50%; also: a part of the inactive calls stands beside numbers as strong as those of hits
# Yfh1-off respiration: enhancers of respiration in Yfh1-depleted yeast, dose response, Friedreich's ataxia, plus single-dose screen (AID 1465); actives 0.074% (n = 220,000); fold induction at 50 µM; hits with a dose series show EC50 in µM; S. cerevisiae Yfh1-off respiration, WST-1 reduction, 72 h; higher fold induction means a stronger effect;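 active = fold induction of absorbance versus untreated yeast above a set limit, then at least 30% activation at any dose in follow-up; inconclusive = repeats straddling the limit, or above it without dose testing; inactive = fold induction below the set limit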;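 also: activators that raise dye reduction in frataxin-depleted yeast; strong numbers were not always called active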
# PMI inhibition: human PMI inhibitors, high substrate, primary screen, biochemical, fluorescence intensity, high mannose 6-phosphate (AID 1220); recombinant PMI enzyme, coupled fluorescence intensity; higher % means a stronger effect; one-dose inhibition, % at 20 µM; IC50 in µM for titrated hits; actives 0.66% (n = 190,000); in the data active = inhibition above about 50%
# P. falciparum M17LAP: P. falciparum M17LAP inhibitors, primary screen, biochemical, fluorogenic H-Leu-NHMec substrate, 1536-well (AID 1619). Leucine aminopeptidase (Plasmodium falciparum (isolate 3D7)). recombinant M17LAP, H-Leu-NHMec fluorogenic kinetic assay; higher % means a stronger effect. inhibition, % at 30 µM; hits with a dose series show IC50 in µM. actives 0.38% (n = 220,000);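 active = compound inhibiting the enzyme by more than half at any dose during confirmatory dose-response retesting; inconclusive = strong single-dose inhibitors picked by rank but not retested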;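 also: plate controls were full reaction with DMSO carrier for no effect and no enzyme background for full effect; strong numbers were not always called active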
# CSM14.1 death rescue: rescue of cells from ER stress-induced death, primary screen, 384-well, CSM14.1, thapsigargin, ATP luminescence (AID 1222). CSM14.1 thapsigargin-induced death rescue, ATP luminescence; higher % means a stronger effect. cellular ATP content (survival), % at 20 µM, or EC50 in µM where a hit was titrated. 190,000 tested, under 10 active;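 active = EC50 below 50 µM in the dose-response confirmation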;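 also: death triggered by thapsigargin at about 15 µM added after 2 h compound pretreatment; cell ATP read after overnight thapsigargin exposure of roughly 18 to 22 hours; normalized against plate controls of thapsigargin alone and 5% DMSO vehicle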
# PhoP inhibition: inhibitors of PhoP regulon expression, primary screen, Salmonella Typhimurium, GFP reporter (AID 1863) | inhibition, % at 50 µM, or IC50 in µM where a hit was titrated | actives 0.16% (n = 300,000) | S. Typhimurium PhoP-regulated promoter GFP reporter, 4 h; higher % means a stronger effect;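 active = inhibition over 29.93%, a cutoff 3 SD above the screen mean, later confirmed by dose response; inconclusive = inhibition over 29.93% but no dose response follow-up; inactive = inhibition at most 29.93% or unconfirmed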;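 also: 0% = low Mg2+ inducing control and 100% = high Mg2+ repressing control; strong numbers were not always called active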
# Siah-1 displacement: Siah-1 peptide-binding antagonists, primary screen, biochemical, fluorescence polarization, rhodamine-plectin, uHTS (AID 1817). displacement, % at 20 µM; hits with a dose series show IC50 in µM. actives 0.02% (n = 290,000). E3 ubiquitin-protein ligase SIAH1 (Homo sapiens). Siah-1 / rhodamine-plectin peptide fluorescence polarization; higher % means a stronger effect;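 active = displacement of at least 50% at 20 µM, with a fluorescence ratio check between 0.3 and a set limit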;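 also: plate controls were Siah plus tracer with DMSO for no effect and tracer alone without Siah for full effect; strong numbers were not always called active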
# The depositor's hits bear a star; i = inactive; u = inconclusive; x = not tested or not shown. Hits appear at their usual frequency; any-hit rate near 1.6%.
SMILES,West Nile antiviral,P. falciparum M1AAP,XIAP antagonists,Yfh1-off respiration,PMI inhibition,P. falciparum M17LAP,CSM14.1 death rescue,PhoP inhibition,Siah-1 displacement
O=C(Cn1nc(-c2ccccc2)ccc1=O)Nc1ccc(-n2cnnn2)cc1,-0.1%,-8%,x,i,x,2%,x,-1%,-2%
Cc1c(C#N)c2ccccc2n1CC(=O)NCCc1c[nH]c2ccccc12,0.1%,4%,-2.4%,i,8%,1%,-0.9%,9%,0%
CC(OC(=O)c1ccccc1)C(=O)NCCC1=CCCCC1 (stereo unspecified),0.3%,6%,-1.1%,i,10%,8%,0.3%,0%,7%
COC(=O)c1ccc(NC(=O)C2C3C=CC(O3)C2C(=O)O)cc1 (stereo unspecified),0.4%,3%,-2.4%,i,-4%,20%,x,-4%,2%
O=C(Nc1ccc(S(=O)(=O)N2CCOCC2)cc1)C1CCCCC1,-0.6%,6%,1.1%,i,6%,-1%,-3.1%,0%,1%
NNC(=O)c1cccc(S(=O)(=O)Nc2cc(Cl)ccc2Cl)c1,0.5%,9%,x,i,x,16%,x,-1%,-7%
CCOc1ccc(C(=S)N2CCN(C)CC2)cc1,0.4%,-2%,1.3%,i,-2%,2%,0.5%,5%,0%
Cc1ccc(NC(=O)c2c(F)cccc2Cl)cc1NS(C)(=O)=O,0.2%,2%,x,i,x,5%,x,-11%,0%
COc1ccc(C(=O)Oc2c(C)occc2=O)cc1OC,0.9%,3%,-0.3%,i,-1%,2%,-0.3%,-1%,0%
CCOC(=O)c1c(NC(=O)CSc2ncnc3ccccc23)sc(C)c1C,-1.6%,1%,-8.1%,i,-8%,2%,-0.2%,-2%,-4%
CCC1=C(OC(=O)N(CC)CC)N2C(=O)OC(=NCCOC)[C@]2(Cc2ccccc2)[C@H]2C1=CC[C@H]1C(=O)N(CC)C(=O)[C@H]12,-0.3%,0%,x,i,x,-9%,x,-2%,1%
COc1ccc(CNC(=O)C2=CCN(S(=O)(=O)c3ccc(C)cc3)CC2)cc1,0.1%,5%,x,i,x,-2%,x,-7%,1%
Cc1ccc(S(=O)(=O)N2CCOCC2)cc1NC(=O)COC(=O)Cc1ccsc1,0.5%,6%,-4.4%,i,5%,-51%,-3.3%,1%,9%
COC(=O)c1c(/N=C/NOCc2ccc(Cl)cc2)sc2c1CCN(c1ncc(C(F)(F)F)cc1Cl)C2,-0.2%,6%,10%,i,-4%,-7%,0.0%,1%,-7%
COCCNC(=O)CN(CCc1ccccc1)S(=O)(=O)c1ccc(OC)cc1,-1.6%,7%,-4.5%,i,-4%,-6%,-0.6%,1%,50%
Cn1c(SCC(=O)NC(C)(C)C)nc(O)cc1=O,0.3%,10%,-0.6%,i,6%,2%,-2.3%,6%,4%
CCOC(=O)C(C)(C)N(Cc1ccc(Cl)cc1)S(=O)(=O)c1ccc(Cl)c([N+](=O)[O-])c1,u,2%,4.3%,i,9%,6%,-0.8%,4%,22%
CN1CCN(C(c2cccc(C(F)(F)F)c2)c2nnnn2C(C)(C)C)CC1 (stereo unspecified),-0.6%,-3%,-1.0%,i,4%,10%,-2.6%,34%,-7%
CCOC(=O)C1=NNC2(CC(=O)N(c3cc(C)cc(C)c3)C2=O)C1 (stereo unspecified),0.1%,1%,x,i,x,3%,x,-1%,9%
CCCOc1ccc(C(=O)NCC(C)(C)N2CCOCC2)cc1,-0.8%,6%,-2.2%,i,0%,10%,0.9%,2%,3%
COC(=O)c1c(NC(=O)COC(=O)CNC(=O)c2ccco2)sc(C)c1C,-0.3%,11%,-3.5%,i,-2%,5%,1.0%,8%,-4%
COCCNc1nc2c(c(=O)n(Cc3ccc(OC)cc3)c(=O)n2C)n1C,1.0%,11%,-4.8%,i,-13%,2%,-1.1%,0%,-4%
Nc1cc(C(=O)OCC(=O)NCc2ccc(F)cc2)ccc1Cl,1.0%,5%,-0.5%,i,14%,6%,-0.2%,-11%,7%
COc1ccc(/C=N/N=C2\SC(CC(=O)O)C(=O)N2c2ccccc2)c(OC)c1 (stereo unspecified),-0.5%,8%,-4.6%,i,-2%,95µM*,-0.4%,5%,8%
N#Cc1c(NC(=O)CSc2nnc(-c3ccccc3)o2)sc2c1CCCC2,1.8%,21%,-2.1%,i,4%,52%,-1.2%,10%,-3%
CCCC12CN3CC(CCC)(CN(C1)C3c1ccco1)C2=O (stereo unspecified),-0.2%,4%,x,i,x,8%,x,-14%,-2%
CC(C)CCNC(=O)NC(=O)COc1ncnc2sccc12,-0.7%,-5%,-3.9%,i,13%,7%,-1.0%,7%,2%
Cc1ccc(-c2nnn(CCC(=O)N3CCCCC3C)n2)cc1 (stereo unspecified),-0.2%,16%,-1.5%,i,1%,13%,-0.4%,-2%,1%
CCCC(CCC(=O)Nc1ccc(S(N)(=O)=O)cc1)C(=O)O (stereo unspecified),0.1%,1%,-1.6%,i,-4%,-5%,-1.8%,-1%,0%
CCOc1ccc(CN2C(=O)CCC2(C)C(=O)NCc2cccnc2)cc1 (stereo unspecified),-0.1%,5%,-3.7%,i,-2%,-1%,-2.5%,2%,-2%
CCCc1cc(C(=O)Nc2nccs2)cs1,0.2%,5%,-4.1%,i,5%,6%,x,-7%,-4%
CC(c1ccccn1)N(CCN(C)C)C(=S)Nc1ccccc1F (stereo unspecified),-0.5%,9%,-24%,i,2%,11%,-3.7%,-14%,-1%
CCOc1ccc(S(=O)(=O)Nc2nc3ccccc3nc2-n2ccc(=NC(=O)c3ccccc3C)cc2)cc1,u,4%,x,i,x,15%,x,-93%,0%
Cc1noc(C)c1C(=O)Nc1c(F)cc(F)cc1Br,-0.4%,-2%,-3.1%,i,6%,1%,-1.4%,-6%,-4%
CN(C)CCCNC(=O)C(=O)NCC1CCCO1 (stereo unspecified),0.3%,0%,-4.9%,i,-7%,0%,-1.1%,1%,1%
CCNc1c2c(nc3ccccc13)CC(C)(C)CC2=O,-0.2%,5%,-2.1%,i,-4%,12%,4.5%,4%,9%
COc1ccc(C(=O)NC2CCN(C(=S)Nc3ccccc3)CC2)cc1,0.1%,x,-5.4%,i,6%,x,1.1%,x,1%
Cc1ccc(S(=O)(=O)/N=C(/Nc2nc(C)cc(C)n2)N2CCOCC2)cc1,-0.1%,x,-18%,i,-2%,x,1.5%,x,-1%
CC(C)C(C)NC(=O)CN1C(=O)NC2(CCCc3ccccc32)C1=O (stereo unspecified),-0.3%,4%,0.3%,i,-2%,3%,x,-5%,29%
CCCSc1nc(SCC(=O)NCc2ccccc2)c2c3c(sc2n1)COC(C)(CC)C3 (stereo unspecified),-0.8%,2%,-1.6%,i,4%,-11%,-0.4%,1%,2%
O=C(CN1C(=O)CC(c2ccco2)Sc2ccccc21)Nc1ccc2c(c1)OCCO2 (stereo unspecified),-0.5%,5%,-16%,i,19%,2%,1.1%,14%,-3%
Cc1ccc2c(c1)c1c3n2CC(=C2C(=O)OC(C)(C)OC2=O)NC3CCC1 (stereo unspecified),-0.9%,16%,-4.2%,i,-23%,11%,0.5%,0%,-3%
O=C(NCCCN1CCCC1=O)c1ccc2c(c1)NC(=O)c1ccccc1S2,0.1%,0%,-5.4%,i,2%,6%,1.9%,-3%,1%
O=C(c1cccs1)N1CCN(S(=O)(=O)Cc2ccccc2)CC1,-0.3%,7%,-25%,i,-7%,-1%,-0.3%,4%,-1%
O=C(c1ccccn1)c1ccc2ccccc2n1,0.0%,5%,x,i,x,-7%,x,-6%,6%
CC(C)(C)c1nc2ccccc2c2nnc(SCC(=O)Nc3nccs3)n12,0.6%,4%,0.1%,i,3%,-3%,-0.5%,12%,4%
CC(C)c1nn2c(N)c(/C=C3\C=Nc4ccccc43)c(=O)nc2s1,0.1%,6%,x,i,x,-1%,x,3%,6%
COc1ccc(NC(=O)OCCN2CCN(Cc3ccccc3)CCC2=O)cc1,0.0%,2%,-8.0%,i,-12%,13%,-2.3%,-2%,4%

# Source: PubChem BioAssay (several laboratories)
